IEC-6 tox = IEC-6 cytotoxicity, counter-screen for KLF5 inhibitors. luminescence viability. inhibition, % at 5 µM. 0.78% of 290,000 active; in the data active = inhibition above about 22%;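 note: 0% = plate median of test compound wells and 100% = cytotoxic reference compound wells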
HSP90 inh = blocks HSP90-mediated luciferase refolding in reticulocyte lysate | Rabbit reticulocyte lysate, luciferase refolding luminescence, 3 h | inhibition, % at 5.6 µM | 0.91% of 290,000 active | AID 1789;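 active = inhibition above the screen-wide mean plus 3 SD, computed separately per campaign, cut at about 16% in these data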;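 note: 0% = DMSO wells and 100% = 60 µM geldanamycin wells; inhibitors lower the luminescence because luciferase stays unfolded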
aSyn UTR inh = 5' untranslated region of α-synuclein, MLPCN primary screen | alpha-synuclein 5'UTR reporter, inhibitor activity | inhibition, % (tested at 7.5 µM) | 0.82% of 300,000 active; in the data active = inhibition above about 60%; inconclusive = no clear call, values can overlap the other calls;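 note: H4 neuroglioblastoma cells stably carrying SNCA 5'UTR luciferase fusion; 0% = DMSO wells and 100% = positive control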
HSF1 inhib = HSF1 inhibition; NIH3T3-HGL HSE-luciferase, MG132-induced, luminescence 8 h; hits give low values; activity change, negative = inhibition, % at 7.5 µM (by protocol); 0.77% of 300,000 active;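 active = more than half of replicate wells show activity change below -50%, luminescence cut by over half; inconclusive = some wells, but at most half, below -50%; inactive = no replicate well below -50%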;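 note: luciferase reports HSF-1 transcriptional activity via heat shock element; 0% = median of DMSO wells and -100% = zero luminescence signal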
GSK3A inh = blocks human GSK-3 alpha kinase | 0.1% of 320,000 active | P49840 | ADP-Glo luminescence, 60 min | inhibition, % at 10 µM;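 in the data active = inhibition above about 50%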;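 note: GST-tagged GSK-3 alpha with peptide substrate and 25 µM ATP; 0% = DMSO neutral wells and 100% = GW8510 positive control wells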
Target sequence (P49840 whole entry, looked up): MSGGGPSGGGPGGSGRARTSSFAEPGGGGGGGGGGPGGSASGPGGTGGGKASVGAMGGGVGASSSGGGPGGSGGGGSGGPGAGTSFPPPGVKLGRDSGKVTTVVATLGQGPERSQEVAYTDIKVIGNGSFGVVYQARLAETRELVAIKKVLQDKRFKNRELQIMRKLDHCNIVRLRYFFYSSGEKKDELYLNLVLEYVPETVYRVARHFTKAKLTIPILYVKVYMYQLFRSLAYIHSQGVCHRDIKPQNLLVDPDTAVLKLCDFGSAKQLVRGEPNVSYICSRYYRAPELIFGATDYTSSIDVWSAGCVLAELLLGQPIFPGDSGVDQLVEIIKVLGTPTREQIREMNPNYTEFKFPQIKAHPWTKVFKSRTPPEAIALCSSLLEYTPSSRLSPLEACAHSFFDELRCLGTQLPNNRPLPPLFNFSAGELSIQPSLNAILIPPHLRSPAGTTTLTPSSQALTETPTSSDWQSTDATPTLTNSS
HSF-1 act = increases HSF-1 driven luciferase reporter signal; NIH3T3-HGL HSF-1 luciferase reporter, MG132, 8 h; 100% = twice DMSO control signal; activation, % at 9 µM; 1.7% of 300,000 active; AID 504408;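 active = mean replicate activation of at least 50% with a set share of replicates each reaching 50%; inconclusive = only one of those two conditions met; inactive = mean below 50% and too few replicates reaching it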;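 note: 0% = median of the neutral control wells and 100% = twice that signal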
KLF5 inh = suppresses KLF5 promoter-driven expression; DLD-1 KLF5 promoter-luciferase reporter, luminescence; 0.23% of 290,000 active; inhibition, % at 5 µM; AID 1700;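 active = inhibition above a per-plate limit of that plate's mean compound inhibition plus 3 SD, cut at about 60% in these data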;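 note: 0% = DMSO wells and 100% = LY294002 at 200 µM; higher means less KLF5 promoter-driven luciferase light; inactives centre near -14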
AI-2 QS mod = modulates the Vibrio harveyi AI-2 quorum sensing system. Vibrio harveyi JMH597 AI-2 luminescence/OD600 ratio, 9 h; hits give low values; strain lacks LuxN and CqsS sensors; 0 = neutral-control median. activity change, % at 7.5 µM. 0.4% of 300,000 active; in the data active = activity change below about -75%, passing the limit was not always enough; inconclusive = no clear call, values can overlap the other calls;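 note: luminescence divided by OD600 gain over 9 h not by final OD600 alone; inactives centre near 13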
PolyA inh = blocks polyadenylation in yeast reporter cells; calls only at 12 µM; S. cerevisiae SKY197-pL101 polyadenylation reporter, beta-gal luminescence; efflux-impaired pdr1/pdr3 knockout yeast; score 100 = 6 SD above DMSO; 0.02% of 300,000 active;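 active = lowest replicate activity score at least 50, where 100 means six control SD above control mean; inconclusive = lowest score under 50 but half or more replicates reach 50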;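 note: yeast exposed to compound for 9 h at 30 °C; higher score means more reporter readthrough which indicates perturbed polyadenylation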
GSK3B inh = human GSK3beta kinase inhibition; 0.038% of 300,000 active; P49841; AID 2097; GST-GSK3beta kinase, ADP-Glo luminescence, 60 min; hits give low values; activity score (negative = inhibition), % at 10 µM;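 active = more than half of replicate wells score below -50%, meaning over 50% inhibition versus plate controls; inconclusive = some replicates but at most half score below -50%; inactive = no replicate scores below -50%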;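 note: 0% = median DMSO wells and -100% = median GW8510 positive control wells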
Target sequence (P49841 whole entry, looked up): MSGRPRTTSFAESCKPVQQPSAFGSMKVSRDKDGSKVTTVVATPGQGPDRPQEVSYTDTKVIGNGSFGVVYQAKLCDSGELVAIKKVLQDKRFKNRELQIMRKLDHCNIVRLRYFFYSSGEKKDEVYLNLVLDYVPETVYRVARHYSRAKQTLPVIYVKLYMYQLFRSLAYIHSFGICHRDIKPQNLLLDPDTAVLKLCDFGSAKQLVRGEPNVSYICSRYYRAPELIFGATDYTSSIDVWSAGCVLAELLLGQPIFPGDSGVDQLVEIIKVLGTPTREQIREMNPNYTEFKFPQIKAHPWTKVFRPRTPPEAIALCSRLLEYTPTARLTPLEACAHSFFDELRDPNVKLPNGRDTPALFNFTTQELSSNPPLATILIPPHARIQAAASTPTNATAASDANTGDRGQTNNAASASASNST
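Test system: GST-tagged human GSK3beta kinase, cell-free; evaluation: activity score scaled between in-plate DMSO and GW8510 controls; measured by: ADP-Glo luminescence; incubation: 60 min reaction, RT; benchmarks: DMSO and 20 µM GW8510; reagent: peptide substrate plus 25 µM ATP (final); medium: Tris/MgCl2 kinase buffer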
Active calls of the source: *; i = inactive; ? = inconclusive; . = no result given. Only part of the results is shown. The share of hits here may be higher or lower than overall.

SMILES	IEC-6 tox	HSP90 inh	aSyn UTR inh	HSF1 inhib	GSK3A inh	HSF-1 act	KLF5 inh	AI-2 QS mod	PolyA inh	GSK3B inh
Cc1ccn(CCNC(=O)C2CCC(=O)N(CCc3ccc(Cl)cc3)C2)n1 (centres undefined)	-6.7	-3.7	-2.4	-5.3	-0.1	4.2	-46.1	33.8	i	2.1
N#Cc1cccc(NC(=O)N2CCC(c3nc4c(nnn4Cc4cccc(Cl)c4)c(=O)[nH]3)CC2)c1	-6.4	-3.6	14.5	1.2	-2.8	3.7	-16.6	-1.4	i	-5.7
CN(C)c1ccc(C(=O)NNC(=O)c2ccc(Cl)cc2)cc1	-3.1	-2.3	-8.8	-5.9	-0.8	-0.1	-1.2	14.5	i	-1.2
O=C(Cc1cccs1)Nc1nnc(CCc2ccccc2)s1	-5.2	0.1	25.8	-0.1	-3.2	6.4	-31.6	23.4	i	1.2
Cn1c(=O)c2c(ncn2CC(=O)Nc2nc(-c3ccccc3Cl)cs2)n(C)c1=O	0.9	-2.6	20.5	-0.2	4.3	1.5	2.9	10.1	i	-0.5
Cc1ccc(-c2nc(C)sc2CC(=O)O)cc1	1.0	-0.8	21.0	-9.6	-2.6	-1.4	2.6	6.2	i	-3.0
CCCCN(Cc1ccco1)C(=O)C1CCCN(c2ncnc3c2nc2n3CCCCC2)C1 (centres undefined)	-1.3	-1.0	36.4	-7.5	-1.2	-0.5	-11.3	8.9	i	-1.0
Cc1ccc(-n2nc3c(=O)n(CCCC(=O)NCc4cccc(F)c4)nc(C)c3c2C)cc1	14.9	-0.8	48.4	-21.4	-0.1	-34.9	-11.6	42.6	i	-4.8
Cc1ccc(NC(=O)CS(=O)CC(=O)N(c2ccc(C)cc2)C(C)C(=O)NC2CCCCC2)cc1 (centres undefined)	0.3	0.2	-3.4	6.0	-0.6	27.3	11.3	-7.3	i	3.2
Cc1cc(C)c2cc3c(N)c(C(=O)Nc4c(C)[nH]c(=O)[nH]c4=O)sc3nc2c1	1.2	1.3	26.5	-18.8	0.2	-24.2	-1.6	8.1	i	-0.8
CCN1C(=O)C(CC(=O)Nc2ccc(OC)cc2)N(Cc2cccnc2)C1=S (centres undefined)	2.0	0.2	11.5	5.9	-1.1	23.4	6.6	9.5	i	-6.2
C=CCCC1(C)C(=O)N(c2ccccc2)c2ccccc21 (centres undefined)	5.0	-1.6	10.8	-8.5	8.7	17.7	-22.9	9.6	i	1.0
Brc1cccc(OCCCN2CCCCCC2)c1	6.9	2.6	3.0	5.6	.	20.9	-11.0	10.7	i	0.9
CCN(CC)S(=O)(=O)c1cc(Cl)ccc1OC	1.9	-2.5	15.6	-2.2	-0.4	-6.8	20.7	25.0	i	0.8
CCCCOc1ccc(C(=O)OCC(=O)NC2CCCC2)cc1	3.8	1.2	7.1	2.4	-1.4	1.4	-11.3	20.0	i	5.2
CCOC(=O)N1CCN(C(=O)CCSc2ccc(Cl)cc2)CC1	-10.6	-2.2	-4.4	10.1	-1.8	40.2	-32.3	23.1	i	1.2
Cc1ccc(NC(=S)N/N=C2\CCCCC2C)cc1 (centres undefined)	-1.2	-0.2	-57.9	-13.2	-1.3	-2.9	-12.2	29.5	i	-0.3
C/C(=N\NC(=S)NC(C)C)c1ccc(Cl)s1	5.3	-2.6	-6.0	-0.5	-1.4	3.2	-36.5	21.8	i	6.9
Cc1ccc(S(=O)(=O)NCc2ccccc2)cc1C(=O)N1CCCC(C(F)(F)F)C1 (centres undefined)	.	.	-10.3	4.2	-0.9	3.9	.	12.2	i	4.2
CC(C)(C)NC(=O)CN(C(=O)CCN1CCCc2ccccc21)C(C)(C)C	0.2	-0.6	-42.9	1.0	-5.8	-18.2	4.2	20.7	i	-0.4
COc1ccc(OCc2nn3c(Cn4cnc5ccccc54)nnc3s2)cc1	2.7	0.1	25.3	6.7	-2.4	5.1	-25.1	9.0	i	3.2
Cc1n[nH]c(=O)c2c(NC(=O)COC(=O)/C=C/c3cccc(C(F)(F)F)c3)oc(C)c12	.	.	9.8	-6.4	0.8	7.9	.	18.4	i	-7.0
O=C(NCc1ccccc1)C1=C[C@@H](c2coc3ccccc3c2=O)C[C@@H](OCc2ccc(CO)cc2)O1	3.3	13.1	6.3	-0.7	0.5	18.6	-4.1	2.2	i	0.3
CC(C)CCNC(=O)C1CCN(S(=O)(=O)c2ccc3c(c2)CC(C)N3C(=O)C2CC2)CC1 (centres undefined)	1.4	-0.1	28.3	-3.0	-1.0	-5.9	-24.7	2.9	i	0.3
Cc1ccc(Oc2ncccc2N)c2c1CCC2	-0.1	7.8	19.3	-0.6	2.4	-8.7	1.6	-28.9	i	-3.9
More records.
SMILES	IEC-6 tox	HSP90 inh	aSyn UTR inh	HSF1 inhib	GSK3A inh	HSF-1 act	KLF5 inh	AI-2 QS mod	PolyA inh	GSK3B inh
COc1ccc(OC)c(C(=O)c2ccc(C(=O)N3CCN(Cc4csc(C)n4)CC3)cc2)c1	-0.7	0.0	3.4	-1.5	-3.2	3.4	-14.3	-0.7	i	3.2
Clc1cccc(-c2nnc(-c3ccccc3)o2)c1	-1.0	3.7	-37.5	23.1	0.5	43.2	-153.4	8.4	i	0.9
C/C(CC(=O)Nc1ccc(Cl)cc1Cl)=N\NC(=O)c1ccncc1	-5.0	3.5	-14.1	-3.2	4.3	16.6	14.6	-2.8	i	-1.0
Cc1ccc(-c2cc(C(=O)Nc3nn[nH]n3)c3ccccc3n2)cc1	-3.1	0.0	-69.0	-6.6	-2.2	-13.9	-45.4	24.3	i	-3.5
N#Cc1ccccc1NC(=O)CSc1nnc(-c2ccncc2)o1	0.3	-0.2	-4.6	1.4	3.7	5.2	-14.1	23.2	i	0.6
COc1ccc(C2C(C(=O)NCc3ccccn3)c3ccccc3C(=O)N2C)cc1OC (centres undefined)	-3.0	1.6	18.2	-0.8	-5.4	10.6	-7.8	20.5	.	1.4
CCCC(=O)Nc1cc(C)c(NC(=O)c2ccco2)cn1	1.1	4.0	-35.9	-2.2	-1.5	19.2	-36.4	7.4	i	0.2
COc1cccc(NC(=O)COc2ccc(Br)c(C)c2)c1	-1.4	-3.5	-40.0	0.1	-2.1	2.2	-20.2	?	i	3.8
COCCn1c(-c2ccccc2)nc(=S)c2c1CC(C)(C)OC2	5.8	2.0	-8.4	-9.1	-2.9	0.2	-9.8	9.9	i	-2.5
Cc1oc2c(CN3CCCC3)c(O)ccc2c(=O)c1Oc1ccccc1Br	2.9	-0.1	-48.6	-8.7	-3.6	-17.9	4.8	26.6	i	7.5
Cn1cc([N+](=O)[O-])c(C(=O)N2CCN(Cc3ccc4c(c3)OCO4)CC2)n1	2.7	3.5	-3.6	-12.8	-1.5	-7.9	8.7	4.8	i	-2.4
Cc1ccc(C(=O)Nc2ncccc2S(=O)(=O)c2ccccc2)cc1	1.0	-1.4	-153.6	8.3	-3.0	28.3	-142.5	5.0	i	-1.3
Cc1oc(-c2ccccc2F)nc1CS(=O)CC(=O)NC1CCCCC1 (centres undefined)	-4.3	-1.4	23.0	-1.5	0.3	13.3	-15.4	16.1	i	0.4
COc1cccc(CN2CCN(C3CSCCSC3)CC2CCO)c1 (centres undefined)	-3.7	1.4	0.1	-2.2	1.1	-4.1	-23.5	5.5	i	-1.4
CCNc1nn2ccccc2c1/C=C(\C#N)C(=O)OCC	7.8	1.6	27.6	0.7	-5.1	-4.4	-32.8	25.2	i	-0.2
Cc1c(NS(=O)(=O)CC23CCC(CC2=O)C3(C)C)c(=O)n(-c2ccccc2)n1C (centres undefined)	1.5	1.9	-7.7	-7.9	0.5	-2.1	-27.3	17.5	i	1.8
CCOc1ccc(NC(=O)CN(C)CC(=O)Nc2ccc(Br)cc2F)cc1OCC	-2.8	-1.0	-12.5	-0.2	-10.0	7.3	-8.9	15.7	i	2.1
COc1cc(CC(=O)OCC(=O)Nc2sccc2C(N)=O)cc(OC)c1OC	-4.9	-0.3	-7.2	6.2	15.7	2.5	-25.6	22.3	i	-8.6
CC(C)c1csc(CN2CCN(Cc3ccc(F)cc3)C(CCO)C2)n1 (centres undefined)	2.0	-1.6	-1.1	.	-1.5	.	-2.1	14.3	i	3.5
CCC1CCCCN1CCCNC(=O)CN1C(=O)c2cccnc2Oc2ccc(Cl)cc21 (centres undefined)	6.5	2.0	9.8	5.4	0.5	33.8	-6.6	-5.4	i	1.5
Nc1ccc(Sc2ccc([N+](=O)[O-])cc2)cc1	5.0	0.1	-5.3	-4.9	.	4.6	-27.0	23.1	i	-0.6
CCOC(=O)C1CCN(C(=O)c2cccc(NC(=O)C(CC)CC)c2)CC1	2.8	1.1	4.6	-1.5	-1.8	5.7	-38.1	4.8	i	1.0
Cc1c(NC(=O)C2(c3ccccc3)CCOCC2)c(=O)n(-c2ccccc2)n1C	-4.8	-0.7	1.5	-1.7	1.7	-5.2	-7.5	15.2	i	-0.5
Cc1c(-n2cc(C(=O)c3cc(F)ccc3O)cc(C#N)c2=O)c(=O)n(-c2ccccc2)n1C	0.1	0.7	12.0	1.3	1.2	14.2	-1.2	39.4	i	-3.1
CC(C)c1cc(CNC(=O)c2cc(COc3cncc(Cl)c3)on2)on1	-1.1	-1.2	-38.5	-9.9	.	1.2	-17.4	-34.4	i	-1.4
Following part
SMILES	IEC-6 tox	HSP90 inh	aSyn UTR inh	HSF1 inhib	GSK3A inh	HSF-1 act	KLF5 inh	AI-2 QS mod	PolyA inh	GSK3B inh
O=C(N/N=C/c1ccccn1)c1ccc(Br)o1	2.9	-0.5	1.4	9.6	9.2	13.8	-23.1	50.7	i	-0.5
O=C(O)CCNS(=O)(=O)c1ccc2c(c1)OCCCO2	0.5	0.8	9.5	3.7	-14.6	-0.3	-17.2	17.1	i	-1.0
Cc1ccc(CC(=O)NC2CCN(C)CC2)cc1	-4.0	2.9	-6.7	-4.1	0.2	1.2	8.2	15.3	i	-5.1
N#C/C(=N\Nc1ccc(S(=O)(=O)N2CCCCC2)cc1)C(N)=S	3.8	1.6	17.3	-3.9	-1.8	10.6	-41.9	10.2	.	-0.9
O=C1CCCC(=O)C1C(=O)C1CCN(S(=O)(=O)c2ccccc2)CC1	4.3	0.8	25.2	-3.4	-0.9	9.5	3.0	32.7	i	2.0
O=C(COc1ccc(S(=O)(=O)Nc2cccc(C(F)(F)F)c2)cc1)N1CCOCC1	-0.8	0.9	7.6	-7.1	4.1	1.6	-18.7	11.1	i	-4.8
Cc1cc(C)cc(NC(=S)N2CCC(NC(=O)c3ccc(F)cc3)CC2)c1	1.2	6.0	19.7	-1.6	-1.0	12.4	-19.9	20.6	i	3.1
